# PP1 inh: PP1-alpha (human) inhibition in PP5 counter-screen. inhibition, % at 6.7 µM. P62136. purified PP1alpha, OMFP fluorescence. actives 0.9% (n = 320,000);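 active = inhibition above the mean inhibition of all tested compounds plus 3 SD, computed separately for each screening campaign, cut at about 15% in these data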
# Target sequence (P62136 whole entry, looked up): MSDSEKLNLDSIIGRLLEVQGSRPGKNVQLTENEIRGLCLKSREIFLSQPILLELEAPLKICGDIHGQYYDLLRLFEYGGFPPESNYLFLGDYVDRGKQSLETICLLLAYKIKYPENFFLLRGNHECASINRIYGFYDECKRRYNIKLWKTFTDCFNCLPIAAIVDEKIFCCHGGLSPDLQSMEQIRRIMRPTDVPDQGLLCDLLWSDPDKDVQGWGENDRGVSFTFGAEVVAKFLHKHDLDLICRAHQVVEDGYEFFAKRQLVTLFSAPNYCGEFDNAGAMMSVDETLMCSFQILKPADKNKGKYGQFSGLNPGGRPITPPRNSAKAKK
# VLA-4 inh: inhibition in a human VLA-4 binding assay; VLA-4 expressing cells, ligand binding flow cytometry; inhibition, % (about 7 µM as worked out from the volumes in the protocol); actives 0.2% (n = 330,000); in the data active = inhibition above about 50%
# GRK2 aptamer HTS: blocks RNA aptamer binding to human GRK2. P25098. bead flow cytometry, FAM-aptamer displacement from GRK2. inhibition of aptamer binding, % at 10 µM. actives 0.59% (n = 330,000);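 active = inhibition of aptamer binding above 40%, roughly 3 SD of noise, on plates passing a quality check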;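 note: median bead fluorescence of bound FAM aptamer so fluorescent compounds give negative values; no value below 0 was filed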
# proCasp3 act: activators of human procaspase-3 | recombinant procaspase-3 D3A, Ac-DEVD-pNA absorbance 405 nm | activation, % at 8.5 µM | actives 0.11% (n = 330,000);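 active = activation above the mean of all tested compounds plus 3 SD, cut at about 21% in these data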;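 note: 0% = DMSO alone and 100% = DMSO wells spiked with extra 5 µM PC-3 D3A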
# Target sequence (P42574 whole entry D9A/D28A/D175A): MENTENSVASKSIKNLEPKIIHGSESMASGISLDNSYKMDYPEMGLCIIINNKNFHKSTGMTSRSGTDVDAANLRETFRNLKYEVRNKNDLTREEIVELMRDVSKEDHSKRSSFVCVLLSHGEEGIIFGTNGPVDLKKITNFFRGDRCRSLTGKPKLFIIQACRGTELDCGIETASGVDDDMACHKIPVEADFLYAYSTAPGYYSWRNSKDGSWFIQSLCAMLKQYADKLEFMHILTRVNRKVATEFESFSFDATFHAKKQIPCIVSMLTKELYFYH
#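 assay system = Procaspase-3 D3A mutant | signal = absorbance at 405 nm, 0 and 120 min | times = 1 h preincubation plus 2 h reaction at 25 °C | repeats = single replicate | read-out = % activation between DMSO and enzyme-spiked controls | medium = Zinc-free HEPES saline buffer with Triton X-100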
# HCV core dimer: blocks dimerization of HCV core protein. TR-FRET GST/Flag-core106 dimerization, 1536-well. inhibition, % at 5 µM. actives 0.33% (n = 300,000). AID 1899;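 active = inhibition above the mean of all tested compounds plus 3 SD, set per screening campaign, cut at about 45% in these data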
#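 Material: Tagged HCV core106 pair (GST and Flag) | Amount: GST-core106 13.5 nM, Flag-core106 17 nM | Medium: KF-containing HEPES buffer, pH 7.45, DTT, CHAPS, BSA | Reagent: Eu donor and XL665 acceptor anti-tag antibodies | Schedule: 4 h at 22.5 °C | Technique: Time-resolved FRET, ex 340 nm, em 617 and 671 nm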
# JMJD2C inh: blocks human GASC-1 demethylase activity. actives 0.069% (n = 330,000). GST-JMJD2C(1-420) H3K9me3 demethylation, DELFIA europium. inhibition, % at 2.35 µM;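 active = more than half of a compound's replicate wells show inhibition beyond 50%, single wells judged on their own value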;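 note: signal counts dimethyl H3K9 product captured on neutravidin plate; 0% = median of DMSO wells and 100% = 0.3 times that DMSO median; strong numbers were not always called active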
# Target sequence (Q9H3R0 1-420 limits assumed): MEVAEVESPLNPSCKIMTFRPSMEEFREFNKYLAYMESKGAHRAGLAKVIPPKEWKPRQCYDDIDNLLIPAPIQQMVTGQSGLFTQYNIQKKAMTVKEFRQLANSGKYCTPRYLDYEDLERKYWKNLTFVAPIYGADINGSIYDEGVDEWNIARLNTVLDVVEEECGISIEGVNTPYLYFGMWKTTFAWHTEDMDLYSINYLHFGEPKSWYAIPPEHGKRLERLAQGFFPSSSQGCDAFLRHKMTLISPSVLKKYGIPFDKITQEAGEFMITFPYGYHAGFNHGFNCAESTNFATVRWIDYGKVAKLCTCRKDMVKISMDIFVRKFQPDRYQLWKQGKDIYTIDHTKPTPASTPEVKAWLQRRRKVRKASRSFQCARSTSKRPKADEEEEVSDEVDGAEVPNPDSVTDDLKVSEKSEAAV
# CTSL1 counter: blocks F. hepatica cathepsin L1 in PFM18AAP counter-screen; AID 1906; recombinant F. hepatica cathepsin L1, Z-Leu-Arg-MCA fluorescence; actives 0.49% (n = 300,000); inhibition, % at 5.96 µM;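 active = inhibition above the mean of all tested compounds plus 3 SD, set per screening campaign, cut at about 17% in these data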;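 note: 0% = plate median of test compound wells and 100% = 1 µM Z-Phe-Ala-diazomethylketone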
# procasp7 counter: activates human procaspase-7, counter-screen for procaspase-3 activators. P55210. actives 0.093% (n = 330,000). activation, % at 8.5 µM. AID 463210. recombinant procaspase-7, Ac-DEVD-pNA absorbance 405 nm; D23A/D198A/D206A triple mutant, cannot self-cleave; scale: DMSO 0, 5 µM enzyme 100;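 active = percent activation above the screen-wide mean plus 3 SD, cut at about 25% in these data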
#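 Detection: p-Nitroaniline absorbance at 405 nm, read at 0 and 120 min; system: Uncleavable procaspase-7 mutant enzyme; evaluation: % activation from two-timepoint absorbance difference, scaled to controls; times: 1 h enzyme–compound preincubation and 2 h substrate reaction, both 25 °C; buffer or medium: Zinc-free HEPES pH 7.4 with 300 mM NaCl, 0.01% Triton X-100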
# PP5 primary: PP5 (human) phosphatase inhibition; purified PP5c, OMFP substrate fluorescence; inhibition, % at 6.7 µM; actives 0.18% (n = 320,000);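 active = inhibition above the campaign's mean inhibition across all tested compounds plus 3 SD, cut at about 9.5% in these data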;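 note: 0% = DMSO only and 100% = 100 µM cantharidin control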
# * = called active by the depositor; · = not tested or not shown.
Molecule,PP1 inh,VLA-4 inh,GRK2 aptamer HTS,proCasp3 act,HCV core dimer,JMJD2C inh,CTSL1 counter,procasp7 counter,PP5 primary
CCn1nc(C)c(NS(=O)(=O)c2ccccc2)c1C,0,8,1,-3,5,-2,-3,3,2.0
CNC(=S)N(CCc1ccc(OC)c(OC)c1)Cc1cc2c(C)cc(C)cc2[nH]c1=O,-4,8,1,2,-5,7,-3,-6,1.3
Cc1cc(NC(=O)c2ccco2)c(=O)n(Cc2cccc(C(F)(F)F)c2)c1,-2,-4,4,-5,8,2,1,2,2.0
CCc1ccc(CNC(=O)C2CCN(c3nnc(C)c4c(C)n(-c5ccc(C)cc5)nc34)CC2)cc1,16*,12,0,0,19,11,-3,5,5.8
Cc1ccc(C(=O)Nc2nnc(-c3ccncc3)o2)cc1,-3,8,0,3,3,1,3,5,-2.4
Cc1c(C)n2c(SCC(=O)N3CCN(c4ccccc4)CC3)nnc2[nH]c1=O,-5,5,0,5,0,-2,-5,3,-1.9
Cc1ccc(SCCC(=O)NCCSCc2ccco2)cc1,0,4,4,-6,0,-7,-2,-1,-2.6
O=C(NCc1ccco1)c1ccccc1Nc1ccc(F)cc1,3,41,0,-8,3,·,-2,-2,3.2
COc1ccc(-c2nn(-c3ccccc3)cc2/C=C/C(=O)OCC(=O)Nc2cccc(C#N)c2)cc1,0,-5,4,-8,23,-2,-12,-4,-1.9
NC(=O)c1c(NC(=O)CSc2nnc(-c3ccco3)n2N)sc2c1CCCC2,3,-9,1,4,21,-8,-1,2,4.6
Cc1cc(NC(=O)c2cc(C(C)C)on2)nn1Cc1ccc(Cl)cc1,-1,-10,2,0,1,-7,-4,10,3.2
C=COCCn1c(=N)n(CCC)c2ccccc21,-2,-1,2,11,-10,-3,0,2,1.2
O=C(CCC1CCCCC1)N1CCN(Cc2ccc3c(c2)OCO3)CC1,3,1,1,11,5,11,-5,3,3.3
CCC1C(=O)NCCN1Cc1nc(-c2ccc(C)s2)oc1C (centres undefined),-5,4,3,-1,1,14,0,2,-2.0
CCCCCn1c(C(Cc2ccccc2)NC(C)=O)nc2ccccc21 (centres undefined),1,2,1,1,20,-2,-1,2,1.0
Cc1ccc(C(=O)CSC2=NC(N)=C(C#N)C3(CCCCC3)C2C(N)=O)cc1 (centres undefined),-1,3,2,-11,11,3,2,-13,2.8
CCNc1nc(NCC)n2c(SCC(=O)Nc3ccc(NC(C)=O)cc3)nnc2n1,-1,-5,31,2,0,-10,-1,-1,2.8
O=C(Nc1ccc2oc(-c3ccncc3)nc2c1)c1ccco1,2,2,1,2,14,-3,7,0,-0.4
Cn1cc(Br)c(C(=O)Nc2sc3c(c2C(N)=O)CCC3)n1,2,-3,1,-11,5,-3,1,-39,3.5
Cc1ncc2c(c1OC(=O)c1ccccc1)COC(C)(C)OC2,1,26,0,4,3,1,0,4,2.8
CCOC(=O)c1oc2ccc(S(=O)(=O)N3CCC(C)CC3)cc2c1C,5,29,2,5,-2,13,0,-8,2.0
NC(=O)CSc1nnc(NC(=O)c2ccc(S(=O)(=O)N3CCCCC3)cc2)s1,-2,44,3,-10,-4,-8,7,1,-2.1
O=S(=O)(Nc1ccccc1F)c1ccc2nsnc2c1,-1,22,2,-1,-5,2,-2,10,1.1
Cc1ccc(C)c(S(=O)(=O)Nc2cc3c4c(c2)CCN4C(=O)CC3)c1,3,6,2,-2,2,-18,4,2,-0.1

# Part of the list above, showing only procasp7 counter, PP1 inh and proCasp3 act.
molecule	procasp7 counter	PP1 inh	proCasp3 act
Cn1cc(Br)c(C(=O)Nc2sc3c(c2C(N)=O)CCC3)n1	-39	2	-11
Cc1ncc2c(c1OC(=O)c1ccccc1)COC(C)(C)OC2	4	1	4

# Other structures.
Molecule,PP1 inh,VLA-4 inh,GRK2 aptamer HTS,proCasp3 act,HCV core dimer,JMJD2C inh,CTSL1 counter,procasp7 counter,PP5 primary
Cc1ccc(-c2n[nH]c(=O)c3ccccc23)cc1N,-7,-4,0,6,-1,21,3,0,6.9
COc1ccc(-c2nc(CN3CCN(c4ncccn4)CC3)c(C)o2)cc1C,-4,6,1,0,-2,·,-2,2,-1.0
COc1cc(NS(=O)(=O)c2ccc(N)cc2)ncn1,1,63*,0,-1,7,-26,-4,4,1.0
CC(C)N1C(=O)N(c2ccccc2)C(C)(O)CC1(C)C (centres undefined),1,5,0,3,-10,13,-3,2,0.7
COc1cc(CNC(=O)CCCC(=O)c2ccccc2)cc(OC)c1OC,0,11,13,4,0,3,-2,-7,-0.7
CCN(C(=O)CSc1ccc2ccccc2n1)C1CCS(=O)(=O)C1 (centres undefined),-6,5,2,4,4,13,-1,5,0.3
CCCc1cc(C(=O)NCc2cccnc2)no1,6,-16,0,-9,-9,1,6,-2,3.1
O=C(NCCNCCO)C1(C(F)(F)F)C/C(=C\CCO)CCCO1 (centres undefined),2,-2,1,-3,9,-12,0,3,0.0
Cc1nc(CC(=O)c2ccc(O)cc2O)cs1,-6,-2,0,0,-10,1,5,-3,2.7
COc1cccc(-c2nc3n(n2)C(c2cccs2)C(C(=O)Nc2cccnc2)=C(C)N3)c1 (centres undefined),-5,35,4,-6,-1,7,3,0,5.6
O=C(COc1cccnc1[N+](=O)[O-])Nc1ccc2c(c1)OCO2,-3,0,0,12,3,-1,1,14,0.3
Cc1ccc(NC(=O)Cn2nnc(C(=O)NCc3cccs3)c2N)c(C)c1,0,7,0,6,-1,20,-1,-7,-0.2

# Full records, looked up by structure. Order of values: PP1 inh | VLA-4 inh | GRK2 aptamer HTS | proCasp3 act | HCV core dimer | JMJD2C inh | CTSL1 counter | procasp7 counter | PP5 primary
# COc1cc(CNC(=O)CCCC(=O)c2ccccc2)cc(OC)c1OC is entered as 0 | 11 | 13 | 4 | 0 | 3 | -2 | -7 | -0.7
# COc1cccc(-c2nc3n(n2)C(c2cccs2)C(C(=O)Nc2cccnc2)=C(C)N3)c1 (centres undefined) is entered as -5 | 35 | 4 | -6 | -1 | 7 | 3 | 0 | 5.6
# CCN(C(=O)CSc1ccc2ccccc2n1)C1CCS(=O)(=O)C1 (centres undefined) is entered as -6 | 5 | 2 | 4 | 4 | 13 | -1 | 5 | 0.3
# CCCc1cc(C(=O)NCc2cccnc2)no1 is entered as 6 | -16 | 0 | -9 | -9 | 1 | 6 | -2 | 3.1
# COc1ccc(-c2nc(CN3CCN(c4ncccn4)CC3)c(C)o2)cc1C is entered as -4 | 6 | 1 | 0 | -2 | · | -2 | 2 | -1.0

# Later entries:
# Under each structure – PP1 inh, VLA-4 inh, GRK2 aptamer HTS, proCasp3 act, HCV core dimer, JMJD2C inh, CTSL1 counter, procasp7 counter, PP5 primary
> COC(=O)c1ccc(Cl)c(NS(=O)(=O)c2ccc3c(c2)OCCO3)c1
→ 5, 12, 0, 0, 7, -4, -1, 4, 1.2
> O=C(OCC(=O)N1CCN(C(=O)c2ccco2)CC1)c1ccccc1O
→ -2, 9, 0, 1, -2, 25, -6, 0, 2.4
> c1ccc(CNC2=NCCCC2)cc1
→ 12, 20, 0, -4, -5, 10, -3, -2, 3.2
> CC(C)C[C@H](NC(=O)NCCC1=CCCCC1)C(=O)O
→ -1, -3, 0, 2, 0, 10, -1, -3, -0.3
> Cc1cc(C(=O)N/N=C/c2ccc3c(c2)OCO3)c(C)n1-c1ccc(F)cc1
→ 9, 15, 0, -4, 39, 2, -3, -7, 1.6
> Cn1cccc1Cc1nnc(SCC(=O)NCc2ccco2)n1CCc1ccccc1
→ 0, 5, 0, -14, 6, 3, -1, -19, 1.3
> CCN(CC)S(=O)(=O)c1ccc(Cl)c(C(=O)NCCN2CCOCC2)c1
→ -2, 7, 5, 1, 2, 3, -3, 12, 0.0
> CN(C)c1nc(Oc2ccc(=O)n(C)n2)nc(N2CCOCC2)n1
→ -4, 18, 2, -7, 3, 8, -2, -8, -0.3
> Cc1ccc2oc(-c3ccc(NC(=O)c4cccnc4)cc3)nc2c1
→ 3, 6, 0, -3, 5, 4, 1, 4, 6.5
> Cc1cc(C)nc(-n2nc(C)c(C3(O)C(=O)Nc4ccccc43)c2N)n1 (centres undefined)
→ -1, -8, 5, -2, -5, 5, 6, -7, -0.2
> COc1ccc(OC)c(Nc2nc3ccccc3n3cnnc23)c1
→ 1, -2, 2, -3, -3, 4, 4, -4, 1.4
> NC(=O)C1CCN(C(=O)COc2ccc3ccc(=O)oc3c2)CC1
→ 0, -19, 1, 11, 5, -2, -3, 6, 1.9
> Cn1c2ccccc2c(=O)c2cc(C#Cc3ccccn3)ccc21
→ 5, -14, 0, -6, 6, -6, 2, 1, 1.2
> CC(=O)N1CCOc2ccc(S(=O)(=O)N3C(C)CCCC3C)cc21 (centres undefined)
→ 1, 2, 4, 8, 0, 3, -1, -2, 1.4
> COc1ccc(NC(=O)CSc2nnc(Cc3cccn3C)n2-c2ccc(OC)cc2)cc1
→ -5, -15, 0, 12, 2, 3, -3, -3, 0.2
> COc1cc(/C(C)=N/NC(=O)CSc2nnc(C)s2)ccc1O
→ 0, 5, 1, 0, -1, 9, 1, 2, -2.6
> CCN(CC)CCCNC(=O)CCc1ccccc1
→ -4, 9, 0, -11, -1, 2, -3, -2, 1.8
> COc1ccc(OC)c(NC(=O)C2C3CCC(C3=C(C)C)C2C(=O)O)c1 (centres undefined)
→ 4, 13, 0, -2, 1, 7, 4, -5, 0.0
> Cc1cc(/C=C(/C#N)c2cccc(F)c2)c(C)n1-c1cccnc1
→ 1, 23, 3, 7, 2, 6, 1, -13, 2.4
> COc1ccc(C(=O)Nc2ccccc2N2CCOCC2)cc1S(=O)(=O)N1CCOCC1
→ -1, -18, 1, 6, ·, 4, ·, 14, 0.8
> O=C(CSCCO)N1CCc2ccccc21
→ -2, 1, 1, 6, 0, 8, -3, 12, -0.5
> CC(CNC(=O)C(C)C)NC(=O)C(C)C (centres undefined)
→ -3, 8, 0, -3, -3, 1, -8, -11, 1.7
> CCN(CC)C(=O)CSc1nnc2nnc3cc(Cl)ccc3n12
→ 4, -15, 0, -11, -2, -7, 5, -11, 0.8
> CCOc1ccc(N2CC(C(=O)Nc3cc(S(=O)(=O)N4CCCCC4)ccc3C)CC2=O)cc1 (centres undefined)
→ ·, 11, 0, 8, ·, -4, ·, 2, ·

# Compound activity (PubChem BioAssay)
